# TAAR1 antagonist – human TAAR1 antagonists, primary screen, Fluo-8 calcium fluorescence, CHO RD-HGA16 cells | inhibition, % at 3 µM | actives 1.5% (n = 360,000) | antagonist | AID 624466, 2012;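 active = inhibition above a per-plate cutoff, the mean inhibition of test compounds on that plate plus 3 SD, cut at about 49% in these data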;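 note: 0% = DMSO plus EC80 beta-PEA response and 100% = DMSO alone without agonist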
# Target sequence (Q96RJ0 whole entry, looked up): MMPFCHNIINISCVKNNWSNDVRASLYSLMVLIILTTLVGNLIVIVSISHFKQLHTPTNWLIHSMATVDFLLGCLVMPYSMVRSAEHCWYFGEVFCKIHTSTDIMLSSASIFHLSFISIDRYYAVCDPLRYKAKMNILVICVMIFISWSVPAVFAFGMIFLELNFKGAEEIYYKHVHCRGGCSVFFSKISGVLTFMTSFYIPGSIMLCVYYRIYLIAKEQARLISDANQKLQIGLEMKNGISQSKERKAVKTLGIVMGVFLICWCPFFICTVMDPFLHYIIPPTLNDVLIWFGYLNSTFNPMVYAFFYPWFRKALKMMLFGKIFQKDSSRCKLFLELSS
#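 Assay system: RD-HGA16 CHO cells with stable hTAAR1 and Gα16 / Reagent: EC80 β-phenethylamine stimulus / Doses: 3 µM, single point / Timing: dye loading 75 min at 37 °C, then 30 min room temperature / Measured by: Fluo-8 intracellular calcium dye fluorescence, real-time kinetic reads / Controls: vehicle wells and EC80 agonist wells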
# M5 ag – human M5 muscarinic receptor agonists, primary screen, CHO-K1 cells, Fluo-8 calcium fluorescence. AID 624037, 2012. actives 0.19% (n = 360,000). Muscarinic acetylcholine receptor M5 (Homo sapiens), P08912. CHO-K1 hM5 cells; 0% DMSO wells, 100% maximal acetylcholine response. activation, % at 3 µM;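 active = activation above the run's mean over test compounds plus 3 SD, cut at about 23% in these data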;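 note: signal is peak over basal fluorescence ratio across the kinetic read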
# CRFBP-R2 block – antagonists of CRF-BP/CRF-R2 complex, primary screen, cell-based, HEK293, calcium dye fluorescence, uHTS | CRF-induced calcium fluorescence | inhibition, % at 11.8 µM | actives 0.59% (n = 350,000) | AID 588475, 2011;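 active = inhibition of the ligand-induced calcium signal above about 50% at the single tested concentration, limit read from the data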
# TAAR1 ag – human TAAR1 agonists, primary screen, Fluo-8 calcium fluorescence, CHO RD-HGA16 cells. Trace amine-associated receptor 1 (Homo sapiens), Q96RJ0. vehicle wells 0%, saturating PEA agonist 100%. activation, % at 3 µM. actives 0.99% (n = 360,000). AID 624467, 2012;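 active = activation above the mean activation of all test compounds in the run plus 3 SD, cut at about 38% in these data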
#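 Repeats: no replicates (n 1) | Material: CHO-derived RD-HGA16 cells with stable Gα16 and human TAAR1 | Technique: Kinetic Fluo-8 calcium fluorescence | Schedule: 17-24 h seeding, 75 min 37 °C dye, 30 min RT | Evaluation: % activation from peak over basal fluorescence ratio, DMSO-to-PEA scaled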
# CRFBP-R2 agonist – agonists of CRF-BP/CRF-R2 complex, primary screen, cell-based, HEK293, calcium dye fluorescence, uHTS | CRF-binding protein / CRF receptor 2 complex (human) | calcium dye fluorescence (FLIPR); percent of saturating CRF peptide response | activation, % at 13.2 µM | actives 0.46% (n = 350,000);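 active = activation of at least 50%, plus an integration ratio under a set limit after plate pattern correction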;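 note: plate controls were neutral control wells without compound for no effect and CRF at EC100 for full effect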
# CHRM5 antagonist – human M5 muscarinic receptor antagonists, primary screen, CHO cells, Fluo-8 calcium fluorescence. Muscarinic acetylcholine receptor M5 (Homo sapiens), P08912. CHO-hM5 cells, ACh EC80. inhibition, % at 3 µM. actives 0.59% (n = 360,000). AID 624040, 2012;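 active = inhibition above a per-plate cutoff, the mean of that plate's test compounds plus 3 SD, cut at about 27% in these data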;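 note: 0% = acetylcholine EC80 with DMSO and 100% = DMSO without agonist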
# M1 PAM parental – nonselective calcium activators in parental CHO-K1 cells, primary screen, counter-screen for M1 PAM project, cell-based, Fluo-8 calcium fluorescence, full deck, 1536-well. actives 0.02% (n = 360,000). ATP EC20; 0% at ATP EC20, 100% at ATP max. activation, % at 3 µM. AID 602247, 2012;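 active = activation above the run cutoff, the mean activation of all test compounds plus 3 SD, cut at about 40% in these data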;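 note: peak over basal fluorescence ratio in a 140 s read after ATP addition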
# M5 PAM – human M5 muscarinic receptor positive allosteric modulators, primary screen, CHO-K1 cells, Fluo-8 calcium fluorescence | CHO-K1 hM5, ACh EC20 PAM; 0% = ACh EC20, 100% = ACh EC100 | Muscarinic acetylcholine receptor M5 (Homo sapiens), P08912 | actives 0.3% (n = 360,000) | activation, % at 3 µM;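 active = activation above the run cutoff, the mean activation of all test compounds plus 3 SD, cut at about 18% in these data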
#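 Assay system: CHO-K1 hM5 cells. Also added: acetylcholine at EC20 concentration, added after compound. Dosing: 3 µM, single dose. Times: compound preincubation 140 s before EC20 acetylcholine addition. Signal: Fluo-8 calcium fluorescence. Measure: % activation relative to EC20 and EC100 ACh responses. Repeats: singlicate, one well per test compound.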
# M4 PAM – human M4 muscarinic receptor positive allosteric modulators, primary screen, CHO-K1 cells, Fluo-8 calcium fluorescence; Muscarinic acetylcholine receptor M4 (Homo sapiens), P08173; CHO-K1 hM4/Gqi5, ACh EC20; 0% = ACh EC20, 100% = maximal ACh; activation, % at 3 µM; actives 0.4% (n = 360,000);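 active = activation above its plate's cutoff, the mean activation of sample wells plus 3 SD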; note: some results filed as inactive read as strong as hits
# Target sequence (P08173 whole entry, looked up): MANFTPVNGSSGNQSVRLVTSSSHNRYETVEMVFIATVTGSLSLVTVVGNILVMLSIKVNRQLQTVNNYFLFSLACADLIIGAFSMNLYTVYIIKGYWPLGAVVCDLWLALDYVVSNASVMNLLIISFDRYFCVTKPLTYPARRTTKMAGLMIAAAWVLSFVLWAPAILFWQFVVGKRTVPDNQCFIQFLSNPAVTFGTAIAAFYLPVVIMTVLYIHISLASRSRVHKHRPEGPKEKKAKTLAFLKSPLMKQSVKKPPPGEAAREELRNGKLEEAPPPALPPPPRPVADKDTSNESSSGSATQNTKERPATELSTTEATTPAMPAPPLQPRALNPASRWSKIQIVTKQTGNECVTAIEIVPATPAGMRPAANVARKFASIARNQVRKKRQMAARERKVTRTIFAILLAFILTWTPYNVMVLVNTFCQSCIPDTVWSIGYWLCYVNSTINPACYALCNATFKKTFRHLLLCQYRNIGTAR
# Starred values were filed as active, the others as inactive; nt = no result given; & = joins results of further samples.
# Values in the order: TAAR1 antagonist	M5 ag	CRFBP-R2 block	TAAR1 ag	CRFBP-R2 agonist	CHRM5 antagonist	M1 PAM parental	M5 PAM	M4 PAM
O=C(c1ccccc1)C(O)(Cc1ccccc1)c1ccccc1 (centres undefined)
    7	-6	8	8	2.3	10	25	-7	-21
COC(=O)[C@H](Cc1ccccc1)NC(=O)N1CCCCC1
    2	2	16	4	1.1	-5	16	5	-3
CCCCn1c(N)c(N(CCC(C)C)C(=O)C2CC(=O)N(c3cccc(SC)c3)C2)c(=O)[nH]c1=O (centres undefined)
    -13	0	2	1	-0.5	-13	6	-1	9
CC(=O)Nc1ccc(NC(=O)c2sc3nc4c(c(-c5ccc(C)cc5)c3c2N)CCC4)cc1
    nt	2	5	nt	-1.1	2	17	-6	-2
CCCc1cc(N2CCC(C(N)=O)CC2)nc(-c2ccccc2)n1
    -3	0	-1	2	-0.5	3	22	1	12
CC(=O)c1[nH]c(C)c(C(=O)N2CCCC(Nc3cccc(F)c3)C2)c1C (centres undefined)
    -15	-2	13	1	1.0	-32	-26	10	4
Cc1ccc(NC(=S)NCCN2CCOCC2)cc1
    -4	0	10	1	-0.1	1	5	0	-1
Cc1cc(C(=O)NNc2ccc(C)c(C)c2)no1
    -25	-2	-3	3	1.8	11	-18	6	1
Cc1cc(OCC(=O)N2CCOCC2)ccc1NC(=O)C1CCCCC1
    -2	1	3	8	-0.9	-5	0	3	3
COc1ccc(/C=N/NC(=O)CN2CCSCC2)cc1C
    -15	0	8	8	-2.9	4	10	-1	5
O=C(Nc1ccon1)c1ccc(F)c(S(=O)(=O)N2CCCCC2)c1
    9	-1	-27	0	-2.0	-4	5	6	8
C=CCn1c(SCn2nnc3ccccc3c2=O)nnc1-c1ccc(F)cc1
    -6	0	8	0	-1.1	2	-4	-9	3
O=C(CCC(=O)N1CCOc2ccc(Cl)cc21)NCCCN1CCN(Cc2ccccc2)CC1
    -8	-4	-5	1	17	-1	9	0	-2
COc1ccc(CNC(=O)C(C)N(Cc2ccco2)C(=O)c2snc(C(N)=O)c2N)cc1 (centres undefined)
    8	4	-1	1	-2.4	-5	-7	-13	1
COc1ccc(CNC(=O)C2CSCCS2)cc1 (centres undefined)
    9	-6	5	4	-1.3	-1	7	1	7
COc1cccc(COC(=O)c2nn(-c3ccccc3)nc2N)c1
    14	1	-22	3	0.4	-2	2	7	-1
Cc1cccc(Nc2nc(N)c([N+](=O)[O-])c(NCc3ccccc3)n2)c1
    -78	2	-38	1	2.6	3	24	6	2
CCc1nc2ccc(C(=O)NCCN3CCOCC3)cn2c1N(C)Cc1ccc(OC)cc1
    -1	-1	nt	1	nt	4	7	-1	-10
O=c1c(Cl)c(N2CCNCC2)cnn1C12CC3CC(CC(C3)C1)C2
    -23	-11	-12	0	-0.4	11	-14	-6	-21
CCCC(=O)NCC(c1cccs1)S(=O)(=O)c1ccc(Cl)cc1 (centres undefined)
    -25	-3	-14	4	2.8	-18	14	-1	2
O=C(NCc1ccccc1F)c1cccs1
    7	1	4	4	-0.5	0	3	3	-3
COCCNC(=O)C1(C)CCCN(C(=O)c2ccc(C(=O)OC)cc2)C1 (centres undefined)
    0	3	nt	1	nt	13	8	-1	12
CC(C)CCOc1cccc(OCC(=O)O)c1
    11	-4	11	5	0.1	4	24	-1	-5
COc1cc(S(=O)(=O)N2CCCC3(CCCCC3)C2)ccc1-n1cnnn1
    9	1	-23	16	1.7	-2	17	-1	-7
COc1ccccc1NC(=O)CNC(=O)CC12CC3CC(CC(C3)C1)C2
    8	-3	-16	7	0.2	0	-1	-2	0
C[C@@H]1CN([C@H](C)CO)C(=O)CCCn2cc(nn2)CO[C@H]1CN(C)S(=O)(=O)c1ccc(Oc2ccccc2)cc1
    2	-1	8	5	-1.2	11	-10	-5	-3
Nc1ccn(CC(=O)NCc2ccc3c(c2)OCO3)c(=O)n1
    6	0	2	5	0.7	4	5	7	4
N#Cc1cccc(C(=O)OCC(=O)N2CCCc3ccccc32)c1
    -11	-1	-5	1	0.3	11	-23	-9	19
NC(=S)NN=Cc1c[nH]c2nccnc12
    -3	0	-21	3	0.3	7	13	-3	2
C=CCNC(=O)CSCc1ccc(Br)cc1
    -36	-3	-4	3	0.0	8	12	-1	-3
N#Cc1ccccc1CSc1nc(O)cc(=O)[nH]1
    -9	1	-8	2	-1.0	-3	-3	7	-4
Cc1ccccc1Cn1cnc2c(cnn2C(C)(C)C)c1=O
    7	0	28	7	-1.3	0	25	-9	-5
Nc1cc2c(cc1[N+](=O)[O-])OCO2
    3	1	5	6	-0.7	-3	22	-1	4
Oc1ccccc1C=NN=CC=Cc1ccccc1
    -4	2	27	2	4.5	7	27	0	2
O=C1C(=O)N(CCN2CCOCC2)C(c2ccccn2)/C1=C(/O)c1ccc(F)cc1 (centres undefined)
    13	-2	-5	10	7.2	9	13	3	6
COc1cccc(C(=O)N(Cc2cc3cc(C)ccc3[nH]c2=O)C(C)C)c1
    -2	-3	-15	-3	-2.4	5	8	-3	9
O=[N+]([O-])c1ccc(N=NNc2ccccc2)cc1
    nt	0	-9	nt	1.6	-9	14	3	-3
COc1ccc(-c2c([C@H]3[C@@H]4C=CCC[C@@]4(C)C(=O)N3Cc3ccccc3)ccc3ccccc23)cc1OC
    -6	-3	-36	2	9.1	4	12	1	-9
CCC1CCCCN1C(=O)CCn1ccnc1 (centres undefined)
    -10	-4	-4	4	7.2	6	20	5	0
CC1CN(C(=O)Cn2cc(S(=O)(=O)CC(=O)N(C)c3ccccc3)c3ccccc32)CC(C)O1 (centres undefined)
    -25	-4	2	0	1.6	7	-16	2	0
CCN1C(=O)/C(=C\N(C)C)c2ccccc21
    4	2	-7	3	-2.9	0	22	7	3
O=C(NCc1ccc2c(c1)OCO2)c1cc([N+](=O)[O-])ccc1N1CCCCC1
    42	-5	22	3	0.7	0	12	-8	-7
O=[N+]([O-])c1ccc(CN2CC(N3CCN(CC4CC4)CC3)CS2(=O)=O)cc1 (centres undefined)
    -17	-1	1	4	0.9	3	-9	1	6
COc1ccccc1NC(=O)Cn1cnc2sc(C)c(S(=O)(=O)N3CCCCC3)c2c1=O
    -4	0	-8	0	1.8	1	20	-1	0
CSc1ccc(CN2CCN(C(C)C)C(CCO)C2)cc1 (centres undefined)
    4	-4	3	2	1.6	-10	-9	9	-3
C[C@H](NC(=O)OC(C)(C)C)C(=O)N/N=C/c1cccc2nccnc12
    -36	3	-2	1	-0.5	7	19	-10	-13
CC(C)c1cc(=O)n2[nH]c(N)nc2n1
    -4	0	12	4	-2.5	-8	2	0	8
O=C(Nc1ccc(F)cc1F)c1cc2ncc(CCCl)cn2n1
    -19	-1	17	0	-0.8	-3	17	3	3
CCc1nc(C)ccc1OCC(=O)N1CCc2c([nH]c3ccccc23)C1c1ccccn1 (centres undefined)
    3	-6	-7	4	-1.7	4	12	6	7
O=C(CSc1nc2ccccc2nc1SCC(=O)N1CCCCC1)N1CCCCC1
    22	2	11	11	-0.3	-2	5	-7	1

# Remaining list, next part
# Values in the order: TAAR1 antagonist	M5 ag	CRFBP-R2 block	TAAR1 ag	CRFBP-R2 agonist	CHRM5 antagonist	M1 PAM parental	M5 PAM	M4 PAM
Cc1nnc(NC(=O)CN2CCN(Cc3ccc(F)cc3Cl)CC2)s1
    -15	1	-8	9	-0.3	-6	25	-4	5
O=C(COC(=O)c1ccc2c(c1Cl)C(=O)c1ccccc1C2=O)NC1CC1
    16	1	10	18	0.5	-2	-7	-6	-4
CCn1c(=O)c(CCC(=O)NCCN2CCOCC2)c(C)c2c(C)nn(-c3cccc(C)c3)c21
    -12	-7	1	-2	-1.2	10	24	0	-3
C[C@H](CO)N1C[C@H](C)[C@@H](CN(C)Cc2ccc(Cl)c(Cl)c2)Oc2c(NC(=O)Cc3ccccc3)cccc2C1=O
    71*	-3	-1	27	0.3	7	-4	-28	-8
COc1ccccc1N1CCN(Cc2cc(=O)c(OCC(=O)Nc3ccccc3)co2)CC1
    -4	1	-1	1	-1.7	3	9	0	9
Cc1cc(Cl)c(S(=O)(=O)Nc2ccon2)cc1OCC(=O)NC1CCCCC1
    1	-2	4	1	0.1	-5	15	2	10
CCOC(=O)C1Oc2ccccc2C(C(=O)OC)=C1C(=O)OC (centres undefined)
    nt	0	26	nt	-3.3	-4	20	1	4
CCN(CC)CC(O)CCCCCCCCC(=O)OC (centres undefined)
    -13	-16	-15	2	2.1	-4	3	-3	-8
Cc1cc(Nc2ccccc2)nn1C(=O)c1ccc(Cl)cc1
    2	1	-34	5	-1.7	11	19	-2	-4
O=C(C1CCCCC1)N1C[C@H](n2cc(-c3ccc(F)cc3)nn2)[C@@H](O)C[C@@H]1c1ccccc1
    -8	0	18	-1	-0.5	16	10	-7	-1
O=C(O)c1ncc(Cl)c(Cl)c1Cl
    6&-9	-1&1	4&-2	1&1	-2.3&0.0	20&-1	-16&-1	-12&4	0&-3
CC[C@H](C)[C@H](NC(=O)OCc1ccccc1)C(=O)OCC(=O)N1CCN(c2ccc(F)cc2)CC1
    16	0	4	2	0.4	11	12	-5	-4
CC1Cc2ccccc2N1C(=O)C12CCC(C)(C(=O)C1)C2(C)C (centres undefined)
    -8	2	-25	10	-0.8	1	6	-2	-4

# Looked up one by one from the list above:
# Values in the order: TAAR1 antagonist	M5 ag	CRFBP-R2 block	TAAR1 ag	CRFBP-R2 agonist	CHRM5 antagonist	M1 PAM parental	M5 PAM	M4 PAM
COc1cccc(C(=O)N(Cc2cc3cc(C)ccc3[nH]c2=O)C(C)C)c1
    -2	-3	-15	-3	-2.4	5	8	-3	9
CC(=O)Nc1ccc(NC(=O)c2sc3nc4c(c(-c5ccc(C)cc5)c3c2N)CCC4)cc1
    nt	2	5	nt	-1.1	2	17	-6	-2
C=CCNC(=O)CSCc1ccc(Br)cc1
    -36	-3	-4	3	0.0	8	12	-1	-3
CCOC(=O)C1Oc2ccccc2C(C(=O)OC)=C1C(=O)OC (centres undefined)
    nt	0	26	nt	-3.3	-4	20	1	4
CCn1c(=O)c(CCC(=O)NCCN2CCOCC2)c(C)c2c(C)nn(-c3cccc(C)c3)c21
    -12	-7	1	-2	-1.2	10	24	0	-3
